# Screening data deposited in PubChem by several laboratories.
# T cell modulator: modulators of CD8 T cell-vesicle binding, primary screen, mouse 2C CD8+ T cells, flow cytometry | 2C CD8+ T cell-vesicle binding; stronger effect = lower value | calls only at 7 µM | 330,000 tested, 0.068% active | AID 2052, 2009;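 active = response, share of CD8 T cells binding vesicles, and their 90th percentile fluorescence all below set limits, cut at about 80% in these data, passing the limit was not always enough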
#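 Benchmarks: naked versus QL9-loaded vesicles / Assay system: purified 2C TCR transgenic mouse naive CD8+ T cells / Technique: high-throughput flow cytometry with anti-B7-1 and anti-CD8 staining / Timing: Cell–vesicle co-incubation 1.5 h at 37 °C, staining 20 min on ice / Read-out: percent CD8+ FL2 mean versus row control / Probe or stimulus: QL9-loaded Drosophila micro-vesicles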
# Myeloid diff 2: induction of myeloid progenitor differentiation, primary screen, cell-based, flow cytometry, MLPCN library. ER-HoxA9 myeloid progenitors, lysozyme-GFP differentiation. calls only at 10 µM. 360,000 tested, 1% active;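 active = normalized GFP-positive differentiation at or above the plate's own cutoff, the solvent-only control mean plus 3 SD; inconclusive = no clear call, values can overlap the other calls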;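 note: cells exposed to compound for four days before flow analysis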
# Lipid droplet: inhibitors of hepatocyte lipid droplet formation, primary screen, imaging, high-throughput imaging, BODIPY stain; AML12 mouse hepatocytes, oleate lipid droplets; inhibition, % at 6.5 µM; 240,000 tested, 0.4% active;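 active = lipid droplet intensity inhibited by at least 50%, with more than 500 cells counted; inconclusive = wells with under 300 cells, treated as cytotoxic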
#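 Assay system: AML12 mouse liver cells | Compound: 6.5 µM single-point dosing | Schedule: Overnight exposure | Technique: Fluorescence imaging, 20x objective, two fields per well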
# Lipid droplet cells 6.5 µM: second read-out of Lipid droplet, no call of its own (marks repeat the call); cell count; measured here: cell count, cytotoxicity flag;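 cells counted across two imaged fields per well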
# T cell modulator vesicle-bound %: further read-out of T cell modulator, marked with its call; double positive events, %; measured here: CD8+ vesicle-bound cell fraction;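 binding gate set so that unloaded-vesicle control wells show 10% double positive cells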
# Myeloid diff 2 GFP+ MAC1+ %: also measured in Myeloid diff 2; calls as there; GFP+ MAC1+ double positive, %; measured here: differentiation confirmed by MAC1 staining
# Starred values were filed as active, the others as inactive; i = inactive; ? = inconclusive; . = not tested or not shown; + = active, no number. Some of the compounds tested; count on the stated rates, not on these rows.
# Second line of a record – Lipid droplet	T cell modulator	Lipid droplet cells 6.5 µM	Myeloid diff 2	Myeloid diff 2 GFP+ MAC1+ %	T cell modulator vesicle-bound %
COc1ccc2[nH]c3c(c2c1)[C@@H]1CCN2C(=O)CCC[C@H](C3)[C@H]12
    -4	i	771	+	9.0*	21
CCOc1ccc(-c2c(C(=O)N/N=C/c3ccncc3)nnn2-c2nonc2N)cc1
    -10	i	717	i	2.3	9
COc1ccc(CCNC(=O)CCCn2ncn3c(cc4occc43)c2=O)c(OC)c1
    -25	i	761	i	0.6	20
CN(C)c1cccc(C(=O)NCc2ccc3c(c2)OCO3)c1
    -9	i	798	i	1.0	29
O=C(N/N=C/c1cccc2ccccc12)c1ccc(CN2CCOCC2)cc1
    -1	i	773	i	0.0	26
COc1ccc(C(=O)NCCCNC(=O)c2cc3ccccc3[nH]2)cc1OC
    -26	i	644	i	0.5	51
CC(=O)c1ccc(NC(=O)CCn2c(=S)oc3ccccc32)cc1
    3	i	804	i	0.6	25
CC(=O)Nc1ccc(NC(=O)CSc2nccn2Cc2ccc(Cl)cc2)cc1
    -1	i	889	i	0.5	56
CCCN(CCC)CCNC(=O)CN1C(=O)COc2ccc(S(=O)(=O)N3CCOCC3)cc21
    16	i	730	i	0.6	14
C/C(=N\NC(=O)c1cc2ccccc2cc1O)c1ccc(C)o1
    7	i	698	i	0.6	23
Cc1ccc(NC(=O)CSc2sc3c(O)cc(=O)[nH]c3c2C#N)c(F)c1
    -28	i	693	i	0.3	21
CC(=O)NC(CC(=O)OCc1ccc([N+](=O)[O-])cc1)c1ccccc1 (centres undefined)
    3	i	838	i	1.6	32
COc1ccc(C2=NN(CCC(=O)NC3CCC(C)CC3)C(=O)CC2)cc1 (centres undefined)
    -2	i	678	i	1.3	30
Cc1nn(CC(=O)NCCc2cccs2)c(=O)c2nn(-c3ccccc3)c(C)c12
    20	i	724	?	.	18
COc1ccccc1NC(=O)c1ccc2c(c1)C(=O)N(Cc1ccco1)C2=O
    27	i	700	i	1.6	20
CCN(CC1CCCO1)C(=O)CCc1nnc(CCc2ccc(OC)cc2)o1 (centres undefined)
    0	i	813	?	.	43
c1ccc(COc2cccc(CN3CCc4ccccc4C3)c2)cc1
    0	i	793	i	0.6	42
C=C(C)COc1ccc(-c2ncncc2-c2ccccc2OC)c(O)c1
    -9	i	679	i	0.2	34
COc1cc(NC(=O)Nc2cc(C)on2)cc(OC)c1OC
    -2	i	812	i	3.7	12
COc1ccc2oc(C(=O)N3CCN(c4ncccn4)CC3)c(C)c2c1
    -4	i	805	i	4.0	22
c1ccc(C2CSc3ccccc3N2)cc1 (centres undefined)
    18	i	840	i	0.8	20
COc1ccc(N(CC(=O)NCc2ccc(F)cc2)C(=O)c2snc(C(N)=O)c2N)cc1OC
    12	i	767	i	3.0	18
CCCn1c(C)nnc1SCC(=O)NC1CCCCC1
    -13	i	770	i	0.5	54
CC1CCN(S(=O)(=O)c2ccc(NC(=O)C3CCN(C(=O)c4ccco4)CC3)cc2)CC1
    -17	i	664	i	0.3	50
O=c1oc2cc(O)ccc2cc1S(=O)(=O)c1ccccc1
    6	i	802	?	.	45
Cc1ccc(C(=O)NCCNS(=O)(=O)c2ccccc2[N+](=O)[O-])cc1
    -10	i	854	i	0.4	50
Cc1ccc(C23CC4CC(CC(C(=O)NC(C)C)(C4)C2)C3)cc1
    -2	i	845	i	0.2	65
CC(C)(C)NC(=S)N1CCC(C(=O)c2ccc(F)cc2)CC1
    1	i	839	i	0.3	62
COc1ccc(-n2nc3c(c2NC(=O)c2ccc4c(c2)OCO4)CS(=O)(=O)C3)cc1
    0	i	752	i	0.5	42
O=S(=O)(Nc1cccc(-n2cnnn2)c1)c1cc(Br)ccc1Br
    -4	i	772	i	1.1	28
COc1ccc(CCNC(=O)CCc2nnc(Cc3ccc4c(c3)OCO4)o2)c(OC)c1
    24	i	814	i	0.3	7
COc1ccc(C)cc1NC(=O)C1CCCN(S(=O)(=O)c2ccc3c(c2)CCCN3C(C)=O)C1 (centres undefined)
    -2	i	691	i	0.7	9
CCCN1CCC(NCC(C)c2ccccc2)CC1 (centres undefined)
    0	i	760	i	0.5	61
O=C(COc1ccccc1)Nc1c2c(nn1-c1ccccc1)CS(=O)(=O)C2
    0	i	773	i	1.1	6
CCn1cc(/C=C(\NC(=O)c2cc(OC)c(OC)c(OC)c2)C(=O)N2CCN(C)CC2)c2ccccc21
    -3	i	736	i	0.6	17
COc1c(C)cc(C(=O)C2CCCN(C(=O)c3cc(C)on3)C2)cc1C (centres undefined)
    -32	i	705	i	0.4	31
COc1ccc(CNC(=O)COc2cc(O)c3c(c2)OC(C)(C)CC3=O)cc1
    -7	i	791	i	2.0	40
Cc1nc(C)c(-c2csc(Nc3ncccc3C)n2)s1
    3	i	794	i	0.6	51
CC(=O)N/C(=N\c1nc(C)cc(C)n1)Nc1ccc(Cl)cc1Cl
    -1	i	854	i	1.5	40
O=C(NCc1cccc(C(F)(F)F)c1)N1CCN(S(=O)(=O)c2ccccc2F)CC1
    15	i	785	i	0.3	29
O=C(N/N=C/c1ccco1)C1CCCC1
    3	i	680	i	0.7	62
CCc1ccccc1N(CC(=O)NC1CCCC1)C(=O)CNC(=O)c1cccs1
    5	i	784	i	1.6	34
CN(CCCC(=O)NCc1ccccc1)S(=O)(=O)c1ccc([N+](=O)[O-])cc1
    1	i	823	i	0.4	55
CN(CC1CCCO1)S(=O)(=O)c1ccc(C(=O)Nc2ccc(F)cc2)cc1 (centres undefined)
    -1	i	687	i	2.5	36
COc1ccc(CCNc2ccc(C(CC(N)=O)NC(=O)c3cc(C)cc(C)c3)cc2[N+](=O)[O-])cc1 (centres undefined)
    13	i	781	i	1.1	20
Cc1ccccc1CC(=O)Nc1ccc2c(C)cc(=O)oc2c1
    0	i	835	i	0.2	51
Cc1cc(C)cc(N(CC(=O)NC2CCCC2)C(=O)CCC(=O)Nc2nccs2)c1
    2	i	771	i	0.5	8
Cc1ccc2c(c1)c1c3n2CCN(CC(N)=O)C3CCC1 (centres undefined)
    -1	i	778	i	0.4	53
COc1cccc(CN2CCNC(=O)C2CC(=O)N(C)CCC2CCOCC2)c1 (centres undefined)
    5	i	769	i	7.5	17
Cc1cc(=O)oc2c3c(cc(OCC(=O)N[C@@H](CC(C)C)C(=O)O)c12)OC(C)(C)CC3
    -1	i	820	i	0.3	35
COc1ccc(CNC(=O)CCCNC(=O)c2ccc(Cl)cc2)cc1OC
    4	i	837	i	0.6	15
O=C(N/N=C/c1ccc2c(c1)OCO2)C(=O)Nc1ccccc1Cl
    4	i	697	i	1.8	12
CCCCn1c(N)c(N(CC)C(=O)c2cc(C)cc(C)c2)c(=O)[nH]c1=O
    6	i	855	i	1.8	18
CCCCC(NC(=O)COc1cc2c(c3oc(=O)cc(C)c13)CCC(C)(C)O2)C(=O)O (centres undefined)
    4	i	685	i	0.7	27
Cc1ccc(N=C2C(=O)Nc3ccccc32)c(C)c1
    0	i	821	i	0.8	8
Cc1ccc(NC(=O)CN(C)S(=O)(=O)c2ccc3c(c2)n(C)c(=O)c(=O)n3C)cc1
    -2	i	727	i	0.0	49
Cc1cccc(-c2nc(CS(=O)CC(=O)NCc3ccco3)c(C)o2)c1 (centres undefined)
    5	i	757	i	3.2	10
O=C(Nc1ccc(C(=O)N2CCCCC2)cc1)c1ccccc1Br
    -14	i	643	i	1.2	18
COc1ccc(NC(=O)c2sc3nc(C)cc(C)c3c2N)cc1
    -8	i	796	i	1.1	53
COc1cccc(C(=O)NNC(=O)C(=O)Nc2ccc(C)cc2)c1
    -4	i	761	i	0.7	45

# Next part:
# Second line of a record – Lipid droplet	T cell modulator	Lipid droplet cells 6.5 µM	Myeloid diff 2	Myeloid diff 2 GFP+ MAC1+ %	T cell modulator vesicle-bound %
COc1cc2[nH]c(C(=O)N3CCN(c4ccc(F)cc4)CC3)cc2c(OC)c1OC
    6	i	825	i	0.2	34
Cc1noc(C)c1COc1ccc(CC(=O)NCCc2ccccn2)cc1
    -6	i	841	i	0.7	50
Cc1c(C(=O)N/N=C/c2cccs2)nnn1-c1nonc1N
    0	i	815	i	1.1	30
O=C(O)CCC(=O)N1N=C(c2ccc(Br)cc2)CC1c1cccc(Br)c1 (centres undefined)
    -2	i	857	i	0.4	69
COc1ccc(/C(N)=N/OC(=O)C2CCCCC2)cc1
    -14	i	685	i	0.7	29
COc1cc(/C=N/NC(=O)c2ccncc2)ccc1OC(=O)c1ccco1
    -10	i	833	i	1.1	18
C=CCn1c(C(O)c2ccccc2)nc2ccccc21 (centres undefined)
    -10	i	795	i	0.2	58
CSc1ccccc1C(=O)N1CCC(n2nccc2NC(=O)C(C)(C)C)CC1
    -2	i	859	i	0.4	9
Cc1ccc(-c2cc(C(F)(F)F)n3nc(C(=O)N4CCN5CCCC5C4)cc3n2)cc1 (centres undefined)
    -13	i	735	i	1.9	19
CCC1CCCCN1CCCNC(=O)CSc1nc2nc(C)c(Cc3ccc(C)cc3)c(C)n2n1 (centres undefined)
    -6	i	769	i	0.6	51
CCn1cc(/C=C(\NC(=O)c2ccccc2F)C(=O)NCCCn2ccnc2)c2ccccc21
    3	i	739	?	.	11
N#Cc1ccccc1OCC(=O)Nc1ccc2c(c1)OCCCO2
    17	i	841	i	0.4	23
CCN(CC)CCCNC(=S)N1CCC(c2nc3ccccc3[nH]2)CC1
    -2	i	767	i	0.6	14
Cc1cccc(NC(=O)CNC(=O)COC(=O)CCS(=O)(=O)c2ccccc2)c1C
    2	i	896	i	0.6	45
CCOc1cccc(CN2CCCC(CNC(=O)c3cccc(OC)c3OC)C2)c1 (centres undefined)
    3	i	836	i	0.5	58
Cc1ccc(S(=O)(=O)N2CC(C)C(=O)CC2C)cc1 (centres undefined)
    -20	i	713	i	0.8	46
COc1ccc(Cl)cc1S(=O)(=O)NCCCn1ccnc1
    -3	i	829	i	0.3	9
O=C(c1cccs1)N(Cc1cccc(F)c1)C1CCS(=O)(=O)C1 (centres undefined)
    -16	i	705	i	1.4	52
CCc1ccc(C(=O)COC(=O)c2ccco2)cc1
    -7	i	660	i	1.1	34
CC(=O)c1ccc(NC(=O)c2cccc(S(=O)(=O)N3CCN(C)CC3)c2)cc1
    10	i	798	i	0.2	38
CCn1c(CNS(=O)(=O)c2ccc(Br)cc2)nnc1SC
    -7	i	821	?	.	6
O=C(NCCc1ccccc1)C1(c2ccccc2)CCCC1
    -24	i	754	i	0.2	47
Cc1cc(C)n(CC(=O)NNC(=O)c2cccc(C(F)(F)F)c2)n1
    -4	i	822	i	0.7	8
COc1ccc(S(=O)(=O)NC2CC2)cc1Cl
    -15	i	779	i	0.6	51
CC1CCc2sc(C(=O)NNC(=S)NCC3CCCO3)cc2C1 (centres undefined)
    -1	i	808	i	1.4	63
Cc1cccc(NS(=O)(=O)c2nnc(NC(=O)c3ccc(C)c(C)c3)s2)c1
    37	i	770	i	2.1	30
CCOc1ccc(-c2csc(NC(=O)c3ccco3)n2)cc1
    3	i	863	i	0.4	57
O=C(N/N=C/c1ccccn1)c1cc(-c2ccc(Cl)s2)[nH]n1
    1	i	788	i	0.2	22

# Entries of single compounds, looked up by structure. Values in the order: Lipid droplet, T cell modulator, Lipid droplet cells 6.5 µM, Myeloid diff 2, Myeloid diff 2 GFP+ MAC1+ %, T cell modulator vesicle-bound %
# `CCn1c(CNS(=O)(=O)c2ccc(Br)cc2)nnc1SC` is entered as -7, i, 821, ?, ., 6
# `COc1cc2[nH]c(C(=O)N3CCN(c4ccc(F)cc4)CC3)cc2c(OC)c1OC` is entered as 6, i, 825, i, 0.2, 34

# Of the compounds above, these have bromine:
# Second line of a record – Lipid droplet	T cell modulator	Lipid droplet cells 6.5 µM	Myeloid diff 2	Myeloid diff 2 GFP+ MAC1+ %	T cell modulator vesicle-bound %
O=S(=O)(Nc1cccc(-n2cnnn2)c1)c1cc(Br)ccc1Br
    -4	i	772	i	1.1	28
O=C(Nc1ccc(C(=O)N2CCCCC2)cc1)c1ccccc1Br
    -14	i	643	i	1.2	18
O=C(O)CCC(=O)N1N=C(c2ccc(Br)cc2)CC1c1cccc(Br)c1 (centres undefined)
    -2	i	857	i	0.4	69
CCn1c(CNS(=O)(=O)c2ccc(Br)cc2)nnc1SC
    -7	i	821	?	.	6
